MPTP block: mitochondrial permeability transition pore inhibitors, primary screen, biochemical, isolated mouse mitochondria, absorbance | 360,000 tested, 1.4% active | AID 602449, 2012 | inhibition, % at 10 µM | Ca2+ swelling absorbance, 30 min;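 active means inhibition of 50% or more, scaled per plate between neutral and stimulator controls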;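 further: 0% = DMSO wells given calcium and 100% = 1 mM EGTA wells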
tim10-1 inh: growth inhibitors of tim10-1 mutant yeast, primary screen, luminescence, uHTS; S. cerevisiae tim10-1 ts strain growth, BacTiter-Glo, 24 h; inhibition, % at 20 µM; 330,000 tested, 2.2% active; AID 463190, 2010;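 active means inhibition of at least 40%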;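 further: mutant grown at 25 °C; 0% = DMSO wells with yeast and 100% = wells holding no yeast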
GRIN3A LBD mod: binders of NR3A ligand-binding domain, primary screen, biophysical, differential scanning fluorimetry, uHTS; Tm shift relative to glycine control, % at 25 µM; 340,000 tested, 2.5% active; Glutamate receptor ionotropic, NMDA 3A (GRIN3A) ligand-binding domain; NR3A LBD differential scanning fluorimetry, Tm shift; 0% = protein alone, 100% = glycine-bound protein;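 active means melting temperature shift of at least 10% of the positive control shift, at one fixed dose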
tim23-1 inh: growth inhibitors of tim23-1 mutant yeast, primary screen, luminescence, uHTS; S. cerevisiae tim23-1 growth, BacTiter-Glo luminescence, 24 h; inhibition, % at 20 µM; 330,000 tested, 1.3% active;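 active means growth inhibition of the mutant yeast at or above 50%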;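 further: temperature-sensitive mutant grown at 25 °C; plate controls were DMSO-treated mutant yeast for no effect and medium wells lacking yeast for full effect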
beta cell repl: inducers of MIN6 beta-cell proliferation, primary screen, ATP luminescence, uHTS; MIN6 cells proliferation, ATPlite luminescence, 48 h; cells starved in 0.2% serum; 100% = growth in 10% serum; proliferation, % at 10 µM; 330,000 tested, 0.29% active; AID 2380, 2010;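 active means compounds whose signal lies at least 3.5 SD above the mean of all wells on their plate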;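 further: 0% = DMSO-treated cells in low-serum medium and 100% = 10% serum control; some compounds called inactive have numbers as strong as hits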
NALP3 yeast inh: NALP3 inflammasome inhibitors in reconstituted yeast, primary screen, luminescence, uHTS | Yeast reconstituted NLRP3/ASC/caspase-1, beta-gal luminescence, 24 h | inhibition, % at 10 µM | 330,000 tested, 0.39% active;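 active means inhibition of 50% or more; inactive means inhibition below 50%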;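 further: plate controls were induced DMSO wells for no effect and uninduced yeast grown without galactose for full effect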
APJ antagonist: antagonists of human apelin receptor APJ, primary screen, CHO-K1 cells, beta-arrestin complementation, luminescence; 330,000 tested, 0.32% active; P35414; inhibition, % at 20 µM;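 active means inhibition above about 40% at 20 µM, limit read from the data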;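 further: cells challenged with 10 nM apelin-13 agonist together with compound; plate controls were apelin-13 plus DMSO wells for no effect and DMSO wells lacking apelin-13 for full effect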
Target sequence (P35414 whole entry, looked up): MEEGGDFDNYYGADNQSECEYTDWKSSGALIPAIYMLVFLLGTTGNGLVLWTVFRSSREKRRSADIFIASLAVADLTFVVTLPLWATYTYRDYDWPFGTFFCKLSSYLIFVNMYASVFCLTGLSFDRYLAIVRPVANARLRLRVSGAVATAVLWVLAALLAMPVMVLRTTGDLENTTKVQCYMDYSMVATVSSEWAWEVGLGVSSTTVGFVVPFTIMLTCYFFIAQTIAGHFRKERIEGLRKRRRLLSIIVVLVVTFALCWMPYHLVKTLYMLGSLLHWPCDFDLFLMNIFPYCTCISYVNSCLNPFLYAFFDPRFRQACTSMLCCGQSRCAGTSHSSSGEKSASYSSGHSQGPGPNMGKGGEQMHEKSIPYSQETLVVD
APJ ag: agonists of human apelin receptor APJ, primary screen, CHO-K1 cells, PathHunter beta-arrestin, luminescence; 330,000 tested, 0.11% active; activation, % at 20 µM; 0% DMSO wells, 100% apelin;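 active means activation more than six SD over the plate average, tested at 20 µM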;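 further: 0% = DMSO alone and 100% = apelin-13 at 10 nM; some results filed as inactive read as strong as hits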
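Material: engineered CHO-K1 APJ arrestin reporter cells; amount: 1000 CHO-K1 reporter cells seeded per well; incubation: compound stimulation 90 min at 25 °C, detection 60 min; signal: luminescent beta-gal fragment complementation, chemiluminescent substrate; read-out basis: APJ agonist activity; controls: DMSO-only wells as negative, 10 nM Apelin-13 as positive control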
TIM10 inh: growth inhibitors of isogenic TIM10 control yeast, primary screen, counter-screen for tim10-1 yeast inhibitor project, luminescence, uHTS. S. cerevisiae TIM10 strain growth, BacTiter-Glo luminescence, 24 h. 330,000 tested, 1.4% active. inhibition, % at 10 µM;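 active means inhibition of 40% or more at the single tested concentration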;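 further: wild-type TIM10 isogenic control strain grown at permissive 25 °C; 0% = DMSO yeast wells and 100% = minimal medium wells without yeast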
The depositor's hits bear a star; & = joins results of further samples. Compounds as they come; 7.2% or so of the library scored in one or more.

structure	MPTP block	tim10-1 inh	GRIN3A LBD mod	tim23-1 inh	beta cell repl	NALP3 yeast inh	APJ antagonist	APJ ag	TIM10 inh
CCCCCCC1/C(=N\NC(=O)c2ccccc2)CCC1C(=O)OC (stereo not given)	-0.9	20	-2	23	-3	15	-2	-2	6
CC(C)C(=O)NCCc1nc(-c2ccccc2)no1	-1.6	-15	0	-10	9	17	-57	-6	-6
Cc1ccc(S(=O)(=O)NCC(=O)OC(C)C(=O)NC(=O)NC2CCCCC2)cc1C (stereo not given)	1.1	7	10	5	-1	9	-63	0	10
COc1ccc(NC(=O)CSc2nnc(-c3cccnc3)o2)cc1	-0.4	-2	-4	11	2	5	2	2	0
Cc1ccc(NNC(=O)c2c(C)noc2C)cc1Cl	1.8	6	4	28	0	25	56*	-13	30
Cc1cccc(OC(=O)C2C(c3ccccc3)C(C(=O)O)C2c2ccccc2)c1 (stereo not given)	11	24	0	21	1	0	-2	-1	4
CCN(CC)CCn1c(SCC(=O)Nc2ccc3c(c2)CCC3)nc2ccccc2c1=O	-0.2	9	-2	21	-8	24	-1	-2	14
Cc1ccc(C)c(NC(=S)Nc2cccnc2)c1	0.6	19	-1	11	-4	-3	28	-1	-5
O=C(NCc1cccs1)C1CC1	0.6	6	-1	3	2	1	-3	-1	1
CCOCc1[nH]c(=S)[nH]c(=O)c1Cc1ccc(OCC)cc1	-0.8	-1	-2	8	0	0	-7	-2	8
Cc1ccc(C(NC(N)=O)c2ccccc2C)cc1 (stereo not given)	0.4	12	1	8	-2	-10	-6	1	2
CCOC(=O)C1=C(C)Nc2nc(SCC(=O)OC)nn2C1c1cc(F)cc(F)c1 (stereo not given)	-0.6&2.3	18	0&-1	-2	-1	-2	24	-2	-2
COC(=O)c1ccc(Sc2ccccc2NS(=O)(=O)c2ccc(NC(C)=O)cc2)nc1	-1.1	7	3	26	2	11	-3	9	5
C(=C\c1nc(-c2cccnc2)no1)/c1ccccc1	-1.1	30	-1	2	0	11	14	-2	28
CC(C)(C)NC(=O)C1CC(=O)OC12CCOC(C)(C)C2 (stereo not given)	0.4	-7	1	12	-3	20	-11	-2	8
CC(C)C[C@H]1COCCS(=O)(=O)N1Cc1cccc(F)c1	-0.5	23	2	13	2	9	9	-5	13
Cc1cccc(C)c1NC(=O)CN(C)C(=O)c1cccc(-n2cccc2)c1	0.9	13	-1	4	-3	24	-1	-2	-8
OCCC1CN(Cc2nc3c(s2)CCCC3)CCN1CCc1ccccc1 (stereo not given)	6.0	1	1	13	-1	5	12	-4	-8
CCOc1ccc(-c2nc(S(=O)(=O)c3ccccc3)c(NCc3cccnc3)o2)cc1	3.0	10	0	21	-1	-12	1	0	-4
COc1ccc(C(=O)Nc2ccc(Cl)cc2C(=O)NCc2ccco2)cc1	12	2	-8	5	-1	-1	-2	-3	-7
CC1CC1C(=O)OCC(=O)Nc1cccc(Br)c1 (stereo not given)	0.3	1	2	-2	1	9	20	-3	-8
COc1cccc(-n2nnnc2SCC(=O)NCCc2ccc(OC)c(OC)c2)c1	-1.3	7	-2	10	-1	14	-1	-1	-9
CCOc1ccc(CCNC(=O)c2cccc3c2C(=O)N(CCOC)C3)cc1OCC	-1.2	38	-1	26	2	21	-18	-1	8
C/C(=C\C(=S)Nc1ccccc1)Nc1cccc2ccccc12	2.3	35	-23	38	-6	15	-37	5	24
CC(=O)c1cccc(N=Cc2c(O)c3ccccc3oc2=O)c1	-0.4	4	0	17	-3	16	15	-3	3

(continued)
structure	MPTP block	tim10-1 inh	GRIN3A LBD mod	tim23-1 inh	beta cell repl	NALP3 yeast inh	APJ antagonist	APJ ag	TIM10 inh
CCCCn1c(N)c(N(Cc2ccccc2OC)C(=O)CCSC)c(=O)[nH]c1=O	-2.3	2	3	2	-3	11	15	-5	9
Cn1ccnc1C(O)(c1nnc(-c2ccccc2)o1)C(F)(F)F (stereo not given)	-3.5	1	0	-4	2	5	13	-3	0
Cc1cc(C)n2nc(C(=O)Nc3cccc(S(=O)(=O)N4CCOCC4)c3)nc2n1	-1.2	-5	-115	-5	3	13	10	-9	2
CCCc1cc(=O)[nH]c(SCCOc2ccc(Cl)cc2)n1	9.7	14	-47	10	-2	17	-10	0	5
O=C(Nc1ccccc1)N1CCSc2cc(Cl)ccc21	5.5	-3	-7	10	1	24	9	-1	2
O=C(NC(=O)c1ccccc1)Nc1ccc(Cl)cn1	2.1	8	1	3	-1	15	-60	-2	0
COC(=O)c1ccc(C)c(NC(=S)NCc2ccc(Cl)cc2)c1	26	21	-22	-7	0	14	-5	1	-12
CCCCN(C)C(=O)c1cccc(OC2CCN(CC(C)(C)C)CC2)c1	-0.1	5	2	2	-5	5	8	-3	-5
CC(CN1CCCCC1)c1ccccc1 (stereo not given)	0.0	5	0	-3	-2	37	12	-2	-19
CC1CCN(C(=O)CNC(=O)CNS(=O)(=O)c2ccccc2)CC1	0.6	-2	0	-11	-1	2	3	4	-4
COc1cccc(CC(=O)Nc2ncc(C)s2)c1	0.1	6	0	18	0	-1	5	-3	-3
COc1cccc(NC(=O)CN(C)S(=O)(=O)c2ccc3c(c2)n(C)c(=O)c(=O)n3C)c1	-0.6	6	0	-6	0	6	1	-3	-1
COc1cc(CO)cc(-c2cc(CO)cc(OC)c2OC)c1OC	-1.4	4	2	9	-3	7	-2	0	3
O=C(CSc1nc2ccccc2c(=O)n1-c1ccc(F)cc1)NC1CCS(=O)(=O)C1 (stereo not given)	-0.8	11	-2	9	1	23	10	6	-3
NC(=NCCc1c[nH]c2ccccc12)NC(=O)c1ccc(Cl)cc1	4.0	-16	24*	-166	-6	4	0	0	31
COc1ccc(NC(=O)NCCc2ccc(Cl)cc2)cc1OC	0.4	-7	-14	10	0	15	14	-4	6
O=C(Cc1ccc(Br)cc1)OCC(=O)N1CCCCCC1	-1.1	10	-2	9	0	19	11	-4	-10
O=C(CNCc1ccccc1)NCCCN1CCCC1=O	0.4	-1	-3	-2	-1	10	18	-1	5
CC(=O)NCc1ccc(S(=O)(=O)N/N=C/c2ccccc2)cc1	-1.7	5	0	6	1	-13	1	-2	4
CCOc1ccc(-c2csc(NC(=O)c3ccc(S(=O)(=O)N4CCc5ccccc5C4)cc3)n2)cc1	3.8	6	-7	8	0	17	5	1	4
Cc1ccc(C)c(NS(=O)(=O)c2ccc(OCC(=O)NCc3ccccn3)cc2)c1	-0.6	20	-1	1	-2	8	7	-4	21
O=C(CSc1nnnn1C1CC1)Nc1ccc(S(=O)(=O)N2CCOCC2)cc1	0.9	-7	0	-6	2	13	-6	-3	-1
COc1cccc(C(=O)NCCCn2ccnc2)c1	-0.3	-2	3	-14	-1	12	18	-3	8
CC(C)[C@@H](C(=O)N[C@@H](Cc1ccccc1)C(=O)O)N1C(=O)N2CCc3c([nH]c4ccccc34)[C@@]2(C)C1=O	-0.4	-9	-2	-4	-2	-12	-20	0	-2
Cc1cc(C)n(CC(C)O)c(=O)c1C#N (stereo not given)	0.3	-8	2	2	-3	3	-10	2	-2

The list goes on:
structure	MPTP block	tim10-1 inh	GRIN3A LBD mod	tim23-1 inh	beta cell repl	NALP3 yeast inh	APJ antagonist	APJ ag	TIM10 inh
c1nc(N2CCC3(CC2)OCCO3)c2[nH]cnc2n1	-1.9	-3	0	12	2	14	2	-4	5
O=C(COC(=O)c1cc(-c2cccs2)nc2ccccc12)NC1CCS(=O)(=O)C1 (stereo not given)	1.5	5	-1	8	-3	4	-11	0	-6
COc1ccc(Nc2nnc(Cc3ccccc3)c(=O)[nH]2)c(OC)c1	0.3	-9	-2	13	-1	-14	-5	9	6
COC(=O)CN1C(=O)NC2(CCCc3ccccc32)C1=O (stereo not given)	0.8	-3	0	10	-1	7	11	-3	8
Cc1cc(C)c(C)c(S(=O)(=O)N2CCC(C(=O)OCC(=O)NC3CCS(=O)(=O)C3)CC2)c1C (stereo not given)	0.2	9	3	12	2	8	4	0	6
O=S(=O)(Nc1ccc(-c2ccc3nncn3n2)cc1)c1ccccc1F	-1.6	-17	2	-16	5	2	-36	-3	11
COCCN1C(=O)N(c2ccc(OC)cc2)C(=O)C1CC(=O)Nc1cccc(F)c1 (stereo not given)	-0.3	0	-2	6	-2	16	14	-1	-4
COc1ccccc1NC(=S)NCc1cccs1	-2.5	12	-8	0	1	2	11	-3	6
COc1cc(OC)cc(C(=O)NC(C(=O)Nc2ccc3c(c2)OCO3)C(C)C)c1 (stereo not given)	-1.3	2	3	11	-3	5	0	-5	3
COc1cc(/C=C2\SC(=S)N(C(Cc3ccccc3)C(=O)O)C2=O)ccc1O (stereo not given)	7.6	22	-1	20	-1	-4	48*	-7	13
CCOC(=O)CCP(=O)(O)C(O)c1ccccc1 (stereo not given)	0.3	3	-1	5	-2	6	-4	-4	6
Cn1c(=O)c(C(=O)CN2CCCCCC2)c(N)n(Cc2ccccc2)c1=O	0.3	-5	1	21	-2	-1	-7	-3	5
CCCCNC(=O)COC(=O)c1cc(Br)ccc1Cl	1.8	15	1	12	-1	24	16	-3	-1
C=C(C)C(=O)N1CC2(CC(c3cccc(NC(=O)/C=C\C)c3)=NO2)C[C@H]1C(N)=O (stereo not given in full)	-2.6	-13	-2	1	0	14	15	2	-6
O=C1CCCCC1Sc1nnc(Nc2ccccc2)s1 (stereo not given)	1.8	1	5	42	-2	8	-10	-2	23
C/C(=N\NC(=O)c1c(Br)c(C)nn1C)c1cccc(NC(=O)c2ccccc2F)c1	-5.7	11	-1	11	0	18	3	1	-10
CC(=O)Nc1cccc(NC(=O)CSc2nc(=O)n(CCCN3CCOCC3)c3c2CCC3)c1	-0.1	13	1	3	5	10	-17	-2	9
Cc1ccc(NC2=C(Cl)C(=O)OC2OC(=O)c2ccccc2C)cc1 (stereo not given)	-0.4	24	0	42	-3	23	-8	-2	21
CCOC(=O)c1ccc(OCCOc2cccc(C)c2)cc1	-0.7	-31	5	11	1	21	-19	-1	-19
COc1ccc(-c2c(C)n([O-])c3c([n+]2=O)CCCCC3)cc1	0.2	12	2	17	0	7	2	3	-15
O=C(N/N=C/c1sc(N2CCCCC2)nc1-c1cccs1)C1CC1	-0.3	47*	-6	48	-1	12	5	-4	47*
CCC/C=N/NC(=O)c1ccc(F)cc1	-0.9	13	-1	0	0	22	-9	-1	14
Cc1ccc(S(=O)(=O)Oc2ccccc2/C=N/Nc2ccc(C(=O)O)cc2)cc1	2.8	10	-3	0	-2	6	10	-7	11
O=C(CN1C(=O)C2CC=CCC2C1=O)OCCN1C(=O)c2ccccc2C1=O (stereo not given)	0.5	16	2	1	-3	-6	0	0	-23

Marked active in GRIN3A LBD mod (from the list above):
Molecule	MPTP block	GRIN3A LBD mod	NALP3 yeast inh	APJ antagonist
NC(=NCCc1c[nH]c2ccccc12)NC(=O)c1ccc(Cl)cc1	4.0	24*	4	0

Screening results (PubChem BioAssay)
